ARNT TACC3 PPI – disrupts binding between human ARNT and TACC3. Q9Y6A5. AlphaScreen His-ARNT PAS-B/GST-TACC3 binding, luminescence; TACC3 fragment carries E629A point mutation. inhibition, % at 9.99 µM. actives 0.66% (n = 390,000). AID 623870;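 active means mean inhibition of replicates at least 50% and at least half of replicates each reaching 50%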;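 further: 0% = complete ARNT plus TACC3 wells and 100% = ARNT alone without TACC3; many hits fall short of the cut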
SIRT5 block – sirtuin-5 (human) deacylase inhibition. AID 652115. Purified SirT5, succinyl-peptide AMC, trypsin-coupled fluorescence. Q9NXA8. actives 1.1% (n = 330,000). inhibition, % at 15 µM; in the data active means inhibition above about 15%
Target sequence (Q9NXA8 whole entry, looked up): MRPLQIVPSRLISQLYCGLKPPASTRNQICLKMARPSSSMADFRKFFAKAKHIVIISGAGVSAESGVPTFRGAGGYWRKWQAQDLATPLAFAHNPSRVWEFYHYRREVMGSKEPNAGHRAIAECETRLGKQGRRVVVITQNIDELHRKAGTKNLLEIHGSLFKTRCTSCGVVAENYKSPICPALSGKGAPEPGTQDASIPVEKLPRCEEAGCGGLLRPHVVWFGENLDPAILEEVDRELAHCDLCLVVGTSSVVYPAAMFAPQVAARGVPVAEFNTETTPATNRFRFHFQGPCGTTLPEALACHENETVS
miR122 inh – miR-122 inhibition in Huh7 cells. Huh7 miR-122 Renilla luciferase sensor, 48 h; neutral wells = 0, positive control = 100. activation (reporter increase), % at 12.5 µM. actives 0.3% (n = 340,000);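 active means mean replicate activation score at least 90 and every replicate individually at or above 90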;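 further: higher luciferase means less miR-122 activity so hits act as miR-122 inhibitors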
esBAF inh – inhibitors of esBAF chromatin remodeling in mouse ES cells; actives 2% (n = 350,000); Bmi1-luciferase knock-in reporter, 24 h; 100% = twice the neutral-well signal; reporter increase, % at 12.5 µM; AID 602393; in the data active means activation above about 40%;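 further: 0% = median of the plate's neutral control wells and 100% = double that signal; a rise in the Bmi1 reporter signal indicates esBAF inhibition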
ERp5 block – ERp5 (human) disulfide isomerase inhibition | Q15084 | ERp5 insulin aggregation, absorbance 650 nm, 90 min | inhibition, % at 9.99 µM | actives 0.05% (n = 350,000);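 active means mean replicate inhibition above about 25%, with every replicate also reaching it, limit read from the data, passing the limit was not always enough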
Target sequence (Q15084 whole entry, looked up): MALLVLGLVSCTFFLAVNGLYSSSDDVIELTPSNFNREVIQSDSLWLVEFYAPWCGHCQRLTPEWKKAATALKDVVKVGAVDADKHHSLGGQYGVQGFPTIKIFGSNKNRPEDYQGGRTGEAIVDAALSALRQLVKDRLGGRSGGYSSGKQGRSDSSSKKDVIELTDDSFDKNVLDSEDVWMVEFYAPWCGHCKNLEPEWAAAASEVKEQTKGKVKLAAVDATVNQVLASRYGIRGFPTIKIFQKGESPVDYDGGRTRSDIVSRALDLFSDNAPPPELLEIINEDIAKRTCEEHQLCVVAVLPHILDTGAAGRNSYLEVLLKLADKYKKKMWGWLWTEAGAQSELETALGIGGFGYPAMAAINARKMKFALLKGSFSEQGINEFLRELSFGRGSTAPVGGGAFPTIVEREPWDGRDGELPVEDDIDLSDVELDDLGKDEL
C2C12 statin – protects C2C12 myotubes from simvastatin toxicity; rescue of ATP level, % at 7.49 µM; AID 602340; actives 0.78% (n = 330,000); ATP luminescence, 48 h; scaled: DMSO 0, geranylgeraniol control 100;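 active means mean ATP rescue above about 67%, or every replicate alone reaching that limit, limit read from the data, passing the limit was not always enough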;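 further: myotubes were challenged with 10 µM simvastatin during compound exposure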
Cneo AK release – causes C. neoformans cell lysis; adenylate kinase release luminescence, 4 h; normalised: neutral wells 0, clomiphene wells 100; lysis activity, % at 15 µM; actives 0.2% (n = 360,000); AID 651654;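 active means mean lysis activity across replicates of at least 80%, whatever share of replicates individually reach that level; inactive means mean lysis activity below 80%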
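Assay system: Cryptococcus neoformans yeast cells / Dosing: single-point compound dose / Timing: 4 h at 37 °C static, read 1 h later / Measured by: luminescence of released adenylate kinase using an AK detection reagent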
* = called active by the depositor; . = no result given; & = joins results of further samples; [ ] = dose if it differs, or a comment.

SMILES	ARNT TACC3 PPI	SIRT5 block	miR122 inh	esBAF inh	ERp5 block	C2C12 statin	Cneo AK release
O=S(=O)(c1ccc(F)cc1)N1CC[C@@H]2[C@H](CO)Nc3ccc(Br)cc3[C@@H]21	-8	6	1[16.7 µM]	0	-3	9	0
C[C@@H]1CN([C@@H](C)CO)C(=O)c2cc(C#CC(C)(C)O)cnc2O[C@H]1CN(C)C(=O)C1CC1	-8	-2	-2[16.7 µM]	-1	3	.	-6
CCOC(=O)c1c(NC(=O)c2cccs2)sc2c1CCN(C(=O)OCC)C2	-3	.	3	-10	.	4	0
COc1cccc(C2CN(c3ccc(F)cc3F)N=C2c2cccs2)c1OC (stereo unspecified)	-76	.	-1	-2	.	2	-2
O=C(COc1ncnc2ccccc12)NCCc1ccc(F)cc1	-1	-4	-4	.	-7	.	.
COc1ccc(C(=O)OCC(=O)c2ccc(Cl)s2)c(OC)c1OC	-4	-1	-9	13	2	-13	-3
CCOc1ccc(NC(=O)CC2C(=O)N(CC)C(=S)N2CCN2CCOCC2)cc1 (stereo unspecified)	-3	-2	.	.	10	.	.
C[C@@H]1CN([C@H](C)CO)C(=O)c2cccc(NC(=O)c3ccncc3)c2O[C@@H]1CN(C)Cc1ccc(Cl)c(Cl)c1	3	4	0[16.7 µM]	-4	1	30	1
COc1ccc(NC(=O)C2CCN(S(=O)(=O)c3ccc(OC)c(OC)c3)CC2)c(OC)c1	-2	.	-12	-6	.	8	-3
CCc1ccc2c(c1)c1nc(C)sc1n2CC	-9	.	-4	-9	.	-49	1
CCCCOC(=O)C1=C(C)Nc2ncnn2C1c1cc(OC)c(OC)cc1OC (stereo unspecified)	2	.	-10	-6	.	-2	-2
O=c1c2ccccc2oc2cc(OCc3ccc(F)cc3)cc(O)c12	2	2	-5	1	4	-10	0
C/C(=N\O)C(C)/[N+]([O-])=C/c1nc(C)c(C)n1O (stereo unspecified)	44	.	2	.	.	-17	-1
C/C(=N/NC(=O)CN1CCN(Cc2ccccc2Cl)CC1)c1cccnc1	20	-3	2	.	3	.	-3
Cc1cc(C)n2cc(CSc3nnc(-c4ccccc4)c(-c4ccccc4)n3)nc2n1	8	-2	4	2	-4	2	.
CN1CCN(C(=O)C[C@H]2CC[C@@H]3[C@@H](COc4ccc(NC(=O)c5ccc(F)c(F)c5)cc4C(=O)N3C)O2)CC1	-10	-1	1[16.7 µM]	-3	-145	1	3
CC(=O)c1cccc(-c2ccc3c(=O)[nH]c(Nc4ccccc4)cc3c2)c1	33*	5	3	2	14	-9	0
C[C@H](CO)N1C[C@H](C)[C@@H](CN(C)C(=O)Nc2ccc(C(F)(F)F)cc2)Oc2ccc(NC(=O)CCC(F)(F)F)cc2C1=O	-5&7	-4	7[16.7 µM]	3&2	-4	7&8	-2&-6
Cc1nc(N2CCCC2)c2ccsc2n1	0	.	-9	-4	.	4	-1
Cc1ccc(C2SCC(=O)N2Cc2ccccc2)cc1 (stereo unspecified)	-1	0	10	-8	3	-4	25
C=CCOc1c(CCC)cc(CCC)cc1C(N)=O	-6	1	12	-1	-13	15	0
CC1CCCN(C(=O)c2cc3ccccc3cc2O)C1 (stereo unspecified)	-13	-1	.	5	11	3	9
CC1=C(C(=O)N(C)C)CC(CC(=O)NCc2cccc3ccccc23)C(=O)N1Cc1ccccc1 (stereo unspecified)	.	-4	-4	-6	3	2	0
C[C@@H]1CN([C@@H](C)CO)S(=O)(=O)c2ccc(C#Cc3ccccc3)cc2O[C@@H]1CN(C)C(=O)C1CC1	1	11	-26[16.7 µM]	-5	4	-40	-5
C/C(=N\NC(=O)c1c(Cl)c(C)nn1C)c1cccc(NC(=O)COc2ccccc2)c1	-6	.	0	-35	.	-17	-2
O=C(NCc1ccco1)c1ccc(C(F)(F)F)cc1	0	-2	0	.	3	.	4
Cc1ccc(NC(=O)CNC(=O)c2sc3ccccc3c2Cl)nc1	-8	-3	-5	.	-11	-14	0
CCOc1ccc(OCc2nnc(SCC(=O)NC3CCS(=O)(=O)C3)n2-c2ccc(Cl)cc2)cc1 (stereo unspecified)	-3	1	.	.	-8	.	.
CCCCC(C(=O)O)C(C)CC(=O)Nc1nccs1 (stereo unspecified)	-2	0	-5	-7	2	2	0
O=c1[nH]c2ccc(S(=O)(=O)N3CCCCC3)cc2[nH]c1=O	-2	.	0	2	.	9	4
O=C(NC1CCC1)[C@H]1[C@H](CO)[C@H]2Cn3c(ccc(-c4ccncc4)c3=O)[C@H]2N1CC1CC1	2	-25	2[16.7 µM]	-2	-3	0	59
CCCNC(=O)C1(C)CCN1C(=O)c1ccc(C(C)(C)C)cc1 (stereo unspecified)	.	-2	-4	0	1	-16	-1
O=c1[nH]cc(S(=O)(=O)N2CCOCC2)c(=O)[nH]1	-27	-2	-6	-2	0	3	4
O=C(COc1ccccc1)Nc1ccccc1N1CCN(c2ccccc2)CC1	-3	.	0	0	.	-2	-2
C=CCN1C=C2C(=O)C(C)(OC(=O)CCC(=O)OC)C(=O)C(Br)=C2C=C1c1ccc(OC)cc1 (stereo unspecified)	14	.	-2	2	.	10	6
Cc1noc(C)c1NC(=O)N(C)C[C@H]1Oc2ccc(NS(C)(=O)=O)cc2CC(=O)N([C@H](C)CO)C[C@H]1C	-7	.	3[16.7 µM]	-7	.	-7	-3
O=C(O)C1Cc2ccccc2CN1S(=O)(=O)c1ccccc1 (stereo unspecified)	4	-1	1	-1	-1	.	0
Clc1ccccc1/C=N/Nc1cc(N2CCOCC2)ncn1	-2	3	.	22	3	5	-3
Cc1cc(NC(=O)CSCC(=O)Nc2nc3c(C)cccc3s2)no1	0	-1	5	2	-1	8	0
CC(C)NC(=O)N1CC(c2ccccc2)C(c2ccc(Cl)cc2)=N1 (stereo unspecified)	.	3	-3	4	0	58	5
O=C1CSC(c2ccncc2)N1Cc1ccco1 (stereo unspecified)	-6	.	-6	-6	.	-8	2
CCOC(=O)C1(C)CCCN(C(=O)C(c2ccccc2)c2ccccc2)C1 (stereo unspecified)	.	.	-4	-5	3	-3	-2
Cn1cnnc1SCc1ccc(C(=O)N/N=C(\CCC(=O)O)c2ccc(C(C)(C)C)cc2)cc1	2	.	-1	.	.	.	-5
COc1cccc(NC(=O)CN(C)C(=O)Cn2[nH]c(=O)c3ccccc3c2=O)c1	-6	-2	-3	-3	-3	-3	-1
c1ccc(Cc2nc(-c3ccccn3)no2)cc1	9	.	-4	26	.	3	-1
CCN(CC)S(=O)(=O)c1ccc(C(=O)OCC(=O)c2ccc3c(c2)NC(=O)CO3)cc1	-1	-1	.	.	-1	.	.
CC(C)[C@H](NC(=O)N1CC(=O)Nc2ccccc21)C(=O)Nc1nccs1	-2	-2	1	0	4	3	.
COc1cc(C)c(C)cc1S(=O)(=O)N1CCCc2ccccc21	-4	.	.	5	1	-21	1
CC1(C2CC2)NC(=O)N(CC(=O)N2CCN(c3ccccc3Cl)CC2)C1=O (stereo unspecified)	-4	-7	-1	14	-3	7	-1
COc1ccccc1NC(=O)C(Cc1ccc(Cl)cc1)c1nn[nH]n1 (stereo unspecified)	0	.	2	-1	.	4	1
O=C(Nc1nccs1)c1cccc(S(=O)(=O)N2CCCC2)c1	5	-5	-4	6	-10	-2	-9
O=C(O)CNS(=O)(=O)Cc1ccccc1	-11	-6	-2	-10	4	-4	0
O=C(COc1cc2oc(=O)cc(-c3ccccc3)c2cc1Cl)NCC1CCC(C(=O)O)CC1 (stereo unspecified)	0	3	-4	0	-3	18	5
CCc1cc2ccc(C)cc2nc1SCC(=O)Nc1c[nH]c(=O)[nH]c1=O	30	-4	-3	-14	7	-3	.
COc1ccc(C2C=C(c3ccc(C)c(C)c3)Nc3ncnn32)c(OC)c1OC (stereo unspecified)	7	.	-4	5	-4	-5	0
O=C(NCC(F)(F)F)[C@H]1[C@H](CO)[C@H]2Cn3c(cccc3=O)[C@H]2N1C(=O)C1CCCC1	.	6	27[16.7 µM]	-17	-7	-31	1
COc1ccc(-n2c(=O)[nH]cc(C(=O)Nc3ccc(NC(C)=O)cc3)c2=O)cc1	-5	.	3	-2	.	-6	1
C#CCNc1c2c(nc3nnnn13)CCCC2	-4	1	-4	3	0	3	1
C=CCc1ccc(OCCOCCOc2cccc3cccnc23)c(OC)c1	1	0	.	.	-1	.	.
FC(F)Oc1ccc(NC(=S)NCc2ccccc2)cc1Cl	-7	.	.	8	.	-22	4
(further entries)
SMILES	ARNT TACC3 PPI	SIRT5 block	miR122 inh	esBAF inh	ERp5 block	C2C12 statin	Cneo AK release
CCCc1ccc(-c2csc(NC(=O)Cc3cccs3)n2)cc1	0	.	-11	4	.	20	-4
CCN(CC)C(=O)c1sc2nc(-c3ccncc3)[nH]c(=O)c2c1C	.	.	-2	8	.	-8	-1
O=C(Cc1ccccc1)NCCSCc1ccco1	0	-2	.	-5	1	-24	1
COc1cccc(-c2ccc3c(c2)[C@H]2[C@H](CCN2C(=O)Cc2ccccc2)[C@@H](CO)N3)c1	-5	0	5[16.7 µM]	6	0	-10	36
Cc1ccc(NCC(=O)N/N=C/c2ccc(OC(=O)c3ccco3)cc2)cc1	-2	-2	1	2	0	11	0
Cc1ccc(C)c(N2CCN(C(=O)C3CCN(S(=O)(=O)c4c(C)noc4C)CC3)CC2)c1	-3	-3	-26	-7	4	-9	-3
COc1cc(-c2nc(-c3ccccc3)c(-c3cccs3)[nH]2)cc(OC)c1O	-2	.	1	0	.	8	13
COc1cc(/C=N/NC(=O)C(Cc2c[nH]c3ccccc23)NC(=O)OCC(C)C)cc([N+](=O)[O-])c1O (stereo unspecified)	22	6	.	.	3	.	.

14 entries out of the list, arranged by length of the SMILES, rising:
SMILES	ARNT TACC3 PPI	SIRT5 block	miR122 inh	esBAF inh	ERp5 block	C2C12 statin	Cneo AK release
O=C(Cc1ccccc1)NCCSCc1ccco1	0	-2	.	-5	1	-24	1
FC(F)Oc1ccc(NC(=S)NCc2ccccc2)cc1Cl	-7	.	.	8	.	-22	4
CCCc1ccc(-c2csc(NC(=O)Cc3cccs3)n2)cc1	0	.	-11	4	.	20	-4
C=CCc1ccc(OCCOCCOc2cccc3cccnc23)c(OC)c1	1	0	.	.	-1	.	.
CCN(CC)C(=O)c1sc2nc(-c3ccncc3)[nH]c(=O)c2c1C	.	.	-2	8	.	-8	-1
CCc1cc2ccc(C)cc2nc1SCC(=O)Nc1c[nH]c(=O)[nH]c1=O	30	-4	-3	-14	7	-3	.
COc1ccc(C2C=C(c3ccc(C)c(C)c3)Nc3ncnn32)c(OC)c1OC (stereo unspecified)	7	.	-4	5	-4	-5	0
COc1cc(-c2nc(-c3ccccc3)c(-c3cccs3)[nH]2)cc(OC)c1O	-2	.	1	0	.	8	13
COc1ccc(-n2c(=O)[nH]cc(C(=O)Nc3ccc(NC(C)=O)cc3)c2=O)cc1	-5	.	3	-2	.	-6	1
O=C(COc1cc2oc(=O)cc(-c3ccccc3)c2cc1Cl)NCC1CCC(C(=O)O)CC1 (stereo unspecified)	0	3	-4	0	-3	18	5
Cc1ccc(C)c(N2CCN(C(=O)C3CCN(S(=O)(=O)c4c(C)noc4C)CC3)CC2)c1	-3	-3	-26	-7	4	-9	-3
COc1cccc(-c2ccc3c(c2)[C@H]2[C@H](CCN2C(=O)Cc2ccccc2)[C@@H](CO)N3)c1	-5	0	5[16.7 µM]	6	0	-10	36
O=C(NCC(F)(F)F)[C@H]1[C@H](CO)[C@H]2Cn3c(cccc3=O)[C@H]2N1C(=O)C1CCCC1	.	6	27[16.7 µM]	-17	-7	-31	1
COc1cc(/C=N/NC(=O)C(Cc2c[nH]c3ccccc23)NC(=O)OCC(C)C)cc([N+](=O)[O-])c1O (stereo unspecified)	22	6	.	.	3	.	.

Source: PubChem BioAssay
